Tau fibril ThT: blocks human tau fibril formation measured by thioflavin T; AID 1460; P10636; hit rate 2.1% among 270,000; recombinant tau K18 P301L, heparin-induced fibrillization, ThT fluorescence; Potency, µM (top dose mostly 57.4 µM), for the others: at the highest dose activity, negative = inhibition, most hits filed as inhibitors; also: nearly all actives have a fitted effect of over 55% in size
Target sequence (P10636 561-689 P618L limits assumed): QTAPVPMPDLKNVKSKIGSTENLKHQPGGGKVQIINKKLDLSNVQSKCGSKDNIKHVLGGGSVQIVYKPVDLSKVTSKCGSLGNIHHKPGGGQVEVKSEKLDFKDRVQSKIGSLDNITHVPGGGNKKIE
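ThT emission at 510 nm, taken 1 hr after adding 30 uM dye, quantifies aggregates formed when 20 uM heparin acts on human tau K18 P301L for 6 hr at 37 C.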
Tau fluor cs: counter-screen for tau fibril formation inhibitors | tau K18 P301L (four-repeat tau fragment) Alexa594 fluorescence, heparin fibrillization | hit rate 0.93% among 280,000 | Potency, µM (titrated, usually from 57.7 µM), for inactives: at the top dose activity change, negative = decrease; also: nearly all actives have a fitted effect of over 55% in size
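Human K18 P301L tau (15 uM unlabeled plus 0.24 uM Alexa 594-labeled, final) in 100 mM sodium acetate pH 7 was mixed with compound and 20 uM heparin and incubated 6 hr at 37 C.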
Tau FP inhib: inhibitors of human tau fibril formation; K18 P301L tau heparin fibrillization, Alexa594 FP, 6 h; Potency, µM (top dose mostly 57.7 µM), without a hit: top-dose activity, negative = inhibition, actives largely listed as inhibitors; P10636; AID 1468; hit rate 0.39% among 280,000; also: nearly all actives have a fitted effect of over 55% in size
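Quantitative HTS format: compounds meet 15 uM recombinant K18 P301L tau and Alexa 594-tau tracer in 100 mM sodium acetate pH 7; 20 uM heparin triggers fibrillization at 37 C over 6 hr; FP gives the signal.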
The depositor's hits bear a star; ? = inconclusive; [ ] = remark or other dose. Calls follow the shape of the dose curve; as a rule, active = well fitted curve in the direction sought with a large enough effect; inconclusive = small, poorly fitted or top-dose-only effect, or another doubt; inactive = no such curve, though single readings can be large; an effect the other way counts as inactive or inconclusive. % is scaled to controls: 0 for no effect and ±100 for the full control effect; potency is read from the fitted curve at half-maximal effect. An excerpt (hit frequency here may not be typical).

1	CCOc1cccc(CC(=O)N2CCc3c([nH]c4ccccc34)C2c2ccc(Cl)cc2)c1OCC (stereo not drawn)
2	Cc1ccc(-n2nnc(-c3nsc(NC(=O)c4ccc(C)c(C)c4)n3)c2C)cc1
3	CCN(CC)C(=O)c1sc2c(c1C)c(=O)n(-c1ccc(Cl)c(Cl)c1)c(=O)n2Cc1cc(=O)n2ccccc2n1
4	Cc1cccc(NC(=O)CN2c3ccccc3S(=O)(=O)c3ccccc32)c1C
5	COc1cccc(N2CCN(c3ncnc4c3c(-c3ccccc3)cn4-c3ccc(F)cc3)CC2)c1
6	COC(=O)c1ccc(NC(=O)CC2C(=O)N(c3ccc(F)cc3)C(=O)N2Cc2ccc(OC)cc2)cc1 (stereo not drawn)

assay / compound | 1 | 2 | 3 | 4 | 5 | 6
Tau fibril ThT | 2% | -6% | 19% | -4% | -12% | 11%
Tau fluor cs | -1% | 10% | 11% | -26% | -16% | -23%
Tau FP inhib | 0% | ? | 2% | 0% | 3% | -14%

Some of the entries so far, field by field:
4	Cc1cccc(NC(=O)CN2c3ccccc3S(=O)(=O)c3ccccc32)c1C
  Tau fibril ThT: -4% | Tau fluor cs: -26% | Tau FP inhib: 0%

3	CCN(CC)C(=O)c1sc2c(c1C)c(=O)n(-c1ccc(Cl)c(Cl)c1)c(=O)n2Cc1cc(=O)n2ccccc2n1
  Tau fibril ThT: 19% | Tau fluor cs: 11% | Tau FP inhib: 2%

(next part)
7	Nc1nnc(SCC(=O)Nc2ccc(Cl)cc2)s1
8	COC(=O)c1ccccc1N(C)S(=O)(=O)c1cc2c3c(c1)CC(=O)N3CCC2
9	CCOC(=O)c1ccc(N2CCN(c3ccc(F)cc3)CC2)c(NC(=O)Nc2ccc(CC)cc2)c1
10	CC1CCCN(S(=O)(=O)c2cc3c4c(c2)CC(=O)N4CCC3)C1 (stereo not drawn)
11	Cc1ccc(N(CC(=O)NCc2ccc(Cl)cc2)S(=O)(=O)N(C)C)cc1
12	CCOC(=O)c1[nH]c(C)c(CCC(=O)NCc2ccc(OC)cc2)c1C

assay / compound | 7 | 8 | 9 | 10 | 11 | 12
Tau fibril ThT | 3% | -2% | 8% | -3% | 3% | -7%
Tau fluor cs | 3% | -4% | 14% | -1% | -11% | -7%
Tau FP inhib | 3% | -1% | 9% | -6% | -8% | 1%

13	CCOc1ccc(C(=O)NCCc2sc(-c3ccc(F)cc3)nc2C)cc1
14	COc1cc(OC)c(NC(=O)Cn2c(=O)cc(C(F)(F)F)c3c(C)nn(C)c32)cc1Cl
15	COc1ccc(-c2cc(C(C)=O)c(C)n2CCC(=O)Nc2cc(C)ccc2OC)cc1
16	O=C(Nc1ccccc1Cl)C1CCN(c2nc3ccccc3[nH]2)CC1
17	COc1cc(CNC(=O)c2ccc3c(c2)c(C)c(C)n3Cc2cccc(C)c2)cc(OC)c1OC
18	CCOc1ccccc1NC(=O)CSc1nc(=O)[nH]c2c1CCCC2

assay / compound | 13 | 14 | 15 | 16 | 17 | 18
Tau fibril ThT | ? | 2% | -10% | -6% | -10% | -7%
Tau fluor cs | -13% | -8% | -18% | 1% | -8% | -6%
Tau FP inhib | -7% | 3% | 8% | 8% | 4% | -4%

19	CCc1ccc(C(=O)NC(Cc2c[nH]c3ccccc23)C(=O)OCC(=O)c2ccc(Br)cc2)cc1 (stereo not drawn)
20	Cc1ccccc1NC(=O)Nc1ccc2nc(N3CCN(C)CC3)cc(C)c2c1
21	COc1cc(NC(=O)Cn2c(=O)oc3cc(S(=O)(=O)N4CCCCCC4)ccc32)cc(OC)c1
22	Cc1ccc(NC(=O)Cn2c(=O)ccc3cc(S(=O)(=O)N4CCCC4)ccc32)cc1C
23	COc1cccc(CNC(=O)CCn2cnc3ccccc3c2=O)c1
24	Cc1ccc(NC(=O)Cn2nnc(-c3nc(-c4ccncc4)no3)c2N)c(C)c1

assay / compound | 19 | 20 | 21 | 22 | 23 | 24
Tau fibril ThT | 4% | ? | -2% | -10% | 5% | 11%
Tau fluor cs | ? | 14µM*[quencher] | ? | -17% | 1% | 6%
Tau FP inhib | -5% | ? | ? | -9% | 0% | -4%

Molecules from the list above that have fluorine, in the order listed:
5	COc1cccc(N2CCN(c3ncnc4c3c(-c3ccccc3)cn4-c3ccc(F)cc3)CC2)c1
6	COC(=O)c1ccc(NC(=O)CC2C(=O)N(c3ccc(F)cc3)C(=O)N2Cc2ccc(OC)cc2)cc1 (stereo not drawn)
9	CCOC(=O)c1ccc(N2CCN(c3ccc(F)cc3)CC2)c(NC(=O)Nc2ccc(CC)cc2)c1
13	CCOc1ccc(C(=O)NCCc2sc(-c3ccc(F)cc3)nc2C)cc1
14	COc1cc(OC)c(NC(=O)Cn2c(=O)cc(C(F)(F)F)c3c(C)nn(C)c32)cc1Cl

assay / compound | 5 | 6 | 9 | 13 | 14
Tau fibril ThT | -12% | 11% | 8% | ? | 2%
Tau fluor cs | -16% | -23% | 14% | -13% | -8%
Tau FP inhib | 3% | -14% | 9% | -7% | 3%

Retrieved by compound from above:
19	CCc1ccc(C(=O)NC(Cc2c[nH]c3ccccc23)C(=O)OCC(=O)c2ccc(Br)cc2)cc1 (stereo not drawn)
20	Cc1ccccc1NC(=O)Nc1ccc2nc(N3CCN(C)CC3)cc(C)c2c1
21	COc1cc(NC(=O)Cn2c(=O)oc3cc(S(=O)(=O)N4CCCCCC4)ccc32)cc(OC)c1
22	Cc1ccc(NC(=O)Cn2c(=O)ccc3cc(S(=O)(=O)N4CCCC4)ccc32)cc1C
24	Cc1ccc(NC(=O)Cn2nnc(-c3nc(-c4ccncc4)no3)c2N)c(C)c1

assay / compound | 19 | 20 | 21 | 22 | 24
Tau fibril ThT | 4% | ? | -2% | -10% | 11%
Tau fluor cs | ? | 14µM*[quencher] | ? | -17% | 6%
Tau FP inhib | -5% | ? | ? | -9% | -4%

More records:
25	CCOC(=O)c1c(S(=O)(=O)NCC(=O)Nc2ccc(Cl)c(C(F)(F)F)c2)c(C)n(C)c1C
26	CCOc1ccccc1-n1ccnc(NCc2ccc(F)cc2)c1=O
27	CCCCN(C)CCNC(=O)c1c2c(nc3ccccc13)C(=O)N(C1CCCCC1)C2
28	Cc1ccc(NC(=O)CSc2cn(CC(=O)N3CCCCCC3)c3ccccc23)cc1
29	COc1ccc(-c2ccc(NS(=O)(=O)c3ccccc3)cc2)nn1
30	O=c1c2ccccc2nc(/C=C/c2cccc3ccccc23)n1-c1ccc(F)cc1F

assay / compound | 25 | 26 | 27 | 28 | 29 | 30
Tau fibril ThT | -3% | 3% | -1% | -2% | -11% | -5%
Tau fluor cs | -30% | -1% | -5% | -7% | -20% | -8%
Tau FP inhib | -11% | -3% | -5% | 0% | -4% | -13%

31	COc1cccc(CNC(=O)CCCN2C(=O)CSc3c2c(C)nn3-c2ccccc2)c1
32	Cc1ccc(NC(=O)c2cccn2-c2nnc(N3CCCCC3)s2)cc1Cl
33	Cc1ccc(NC(=O)c2cnn3c2NC(c2ccccc2)=CC3c2ccccc2)cc1 (stereo not drawn)
34	COc1ccc(CNC(=O)C(=O)NCC(c2ccco2)S(=O)(=O)c2ccc(Cl)cc2)cc1 (stereo not drawn)
35	CCOc1ccc(CNC(=O)C2=Cc3cccc(OC)c3OC2)cc1
36	CCN(CC)c1ccc(C(=O)N2CCC(c3ccncc3)CC2)cc1

assay / compound | 31 | 32 | 33 | 34 | 35 | 36
Tau fibril ThT | -3% | -6% | -14% | -2% | -7% | -12%
Tau fluor cs | 3% | ? | ? | 0% | -13% | -4%
Tau FP inhib | 5% | -5% | -10% | ? | -4% | 8%

37	COc1cccc(NC(=O)c2c(C)nn(-c3cccc(C)c3)c2-n2cccc2)c1
38	CC(=O)N1CCCc2cc(S(=O)(=O)N3CCCC(C(=O)Nc4ccc(C)c(F)c4)C3)ccc21 (stereo not drawn)
39	CCc1ccc(NC(=O)CSc2c(C)cnc3c2c(=O)n(C)c(=O)n3C)cc1
40	CCOC(=O)c1c(C)[nH]c(CCC(=O)NCCCN2CCN(c3cccc(Cl)c3)CC2)c1C
41	COc1cccc(-n2ccnc2SCC(=O)Nc2nc3ccc(C)cc3s2)c1
42	CC1=C(C(=O)Nc2ccccc2)C(c2ccccc2Cl)n2ncc(C(=O)Nc3cccc(C)c3)c2N1 (stereo not drawn)

assay / compound | 37 | 38 | 39 | 40 | 41 | 42
Tau fibril ThT | -12% | -2% | -10% | ? | 2% | -10%
Tau fluor cs | -18% | -23% | -11% | -29% | -10% | -20%
Tau FP inhib | -1% | -2% | -15% | 9% | ? | -12%

43	CCOC(=O)C1CCN(C(=O)c2nn(-c3ccc(C)cc3)c(=O)n(C)c2=O)CC1
44	COc1cc(NC(=O)C2CCN(C(=O)c3sc4nc[nH]c(=O)c4c3C)CC2)cc(OC)c1OC
45	Cc1ccc(S(=O)(=O)NCC(c2ccc(N(C)C)cc2)N2CCCC2)cc1 (stereo not drawn)
46	CCCCNC(=O)CN1C(=O)c2c(c3ccccc3n2C)C1c1ccc(OC)cc1 (stereo not drawn)
47	CCc1ccc(NC(=O)CC2C(=O)N(c3cccc(OC)c3)C(=O)N2C2CCCC2)cc1 (stereo not drawn)
48	COc1ccc(-c2csc3ncnc(Nc4ccccc4)c23)cc1

assay / compound | 43 | 44 | 45 | 46 | 47 | 48
Tau fibril ThT | 3% | 5% | -4% | 9% | -1% | ?
Tau fluor cs | 8% | 5% | -7% | 5% | -23% | -23%
Tau FP inhib | -9% | -1% | 12% | 2% | -5% | ?

49	CC(C)c1ccc(NC(=O)Cn2c(=O)n(Cc3nc(-c4ccccc4)no3)c(=O)c3cc4c(cc32)OCO4)cc1
50	CCn1c(=O)cc(OCC(=O)Nc2ccccc2Cl)c2ccccc21
51	CCc1cccc(C)c1NC(=O)CSc1nc2ccccc2nc1Cc1ccccc1
52	O=S(=O)(Nc1ccc(-c2ccc(N3CCCC3)nn2)cc1)c1cccc(C(F)(F)F)c1
53	CN1C(=O)Cc2cc(S(=O)(=O)CCC(=O)Nc3ccc(OC(F)(F)F)cc3)ccc21
54	CCc1ccc(NC(=O)c2nc3nc(C)cc(C(F)F)n3n2)cc1

assay / compound | 49 | 50 | 51 | 52 | 53 | 54
Tau fibril ThT | 4% | -14% | -4% | -8% | 1% | 4%
Tau fluor cs | -22% | 1% | -2% | -29% | -10% | 5%
Tau FP inhib | ? | 2% | -2% | 9% | -6% | -4%

55	CCN(C(=O)Cn1cc(C(=O)c2ccc(F)cc2)c(=O)c2ccc(C)nc21)c1cccc(C)c1
56	COc1ccc(C(=O)NCC(c2ccc(N(C)C)cc2)N2CCCC2)cc1 (stereo not drawn)
57	Cc1cc(=O)n(CC(=O)Nc2cccc([N+](=O)[O-])c2)c(-n2nc(C)cc2C)n1
58	COc1ccc(-n2ncc(C(=O)NCc3ccccc3)c2C2CCN(C(=O)OC(C)(C)C)CC2)cc1
59	CCCCNC(=O)Cn1c(=O)cc(C)c2c(C)nn(-c3ccc(CC)cc3)c21
60	CCOc1ccc(-c2nonc2NC(=O)COc2ccccc2)cc1

assay / compound | 55 | 56 | 57 | 58 | 59 | 60
Tau fibril ThT | -5% | ? | ? | -13% | 9% | -8%
Tau fluor cs | -3% | -3% | -29% | -21% | 1% | -7%
Tau FP inhib | -7% | -2% | -5% | 1% | -12% | -10%

61	Cc1cccc(OCC(=O)OCc2cc(=O)n3nc(-c4cccs4)sc3n2)c1
62	CCCN1CCN(c2nnc(-n3cccc3C(=O)Nc3cc(Cl)ccc3C)s2)CC1
63	COc1ccc(-c2nnc(SCC(=O)Nc3ccc(C)c(Cl)c3)nc2-c2ccc(OC)c(OC)c2)cc1OC
64	CCOc1ccc(-c2cc(C(=O)N3CCN(c4ccc(C)cc4)C(C)C3)c3ccccc3n2)cc1 (stereo not drawn)
65	Cc1cc(C)c(NC(=O)CN2C(=O)CCSc3ccc(S(=O)(=O)N4CCCC4)cc32)c(C)c1
66	O=C(NCc1cccc(Cl)c1)c1ccc(NC(=O)N2CC3CCCN3c3ccccc32)cc1 (stereo not drawn)
67	CCOC(=O)c1c(C)[nH]c(C)c1S(=O)(=O)N1CCN(c2ccccc2OC)CC1
68	O=C(CCSCc1ccc(Cl)cc1)N1CCN(c2ccccc2F)CC1
69	CCN(CC)c1ccc(NC(=O)Cn2c3ncccc3c(=O)n2-c2ccccc2)c(C)c1

assay / compound | 61 | 62 | 63 | 64 | 65 | 66 | 67 | 68 | 69
Tau fibril ThT | ? | -11% | -8% | -5% | 0% | -6% | 4% | -21% | -3%
Tau fluor cs | -16% | -15% | -24% | -9% | -1% | -29% | -4% | -15% | -23%
Tau FP inhib | -2% | -1% | -14% | 8% | -9% | 9% | 0% | -10% | 6%

Screens: PubChem, National Center for Advancing Translational Sciences (NCATS)
